Assay outcomes: PubChem, National Center for Advancing Translational Sciences (NCATS)
DT40 TDP1 CPT: growth inhibition of DT40 Tdp1-/-;hTDP1 cells with camptothecin (screen for TDP1 inhibitors); AID 686979; Potency, µM (series often up to 46.2 µM), inactives show top-dose activity change, negative = growth inhibition, usual class: inhibitors; actives 12% (n = 420,000); chicken DT40 Tdp1-/-;hTDP1 cells + 20 nM CPT, ATP luminescence, 48 h; also: nearly all actives have a fitted effect of over 55% in size
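Cell growth measured by CellTiter-Glo luminescence after a minimum 48 h, 37 C compound exposure with 20 nM CPT in Tdp1-knockout DT40 cells stably expressing hTDP1, seeded 400/well; qHTS titration format.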
DT40 TDP1 no CPT: qHTS for Inhibitors of human tyrosyl-DNA phosphodiesterase 1 (TDP1): qHTS in cells in absence of CPT | actives 15% (n = 420,000) | Potency, µM (series often up to 46.2 µM), for the others: at the top dose activity change, negative = growth inhibition, usual class: inhibitors | DT40 Tdp1-/- hTDP1 cells, no CPT, ATP luminescence, 48 h; also: nearly all actives have a fitted effect of over 55% in size
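Luminescent ATP content (CellTiter-Glo) served as the growth readout. Knockout chicken DT40 cells expressing human TDP1 were exposed to compounds without camptothecin for a minimum 48 hr at 37 °C.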
GCN5L2 inh: inhibitors of human GCN5L2 histone acetyltransferase. GCN5L2 HAT assay, ThioGlo1 CoA-SH fluorescence. Q92830. actives 0.21% (n = 390,000). Potency, µM (doses to about 58.9 µM), inactives show top-dose activity change, negative = inhibition, usual class: inhibitors. AID 504327
Target sequence (Q92830 whole entry, looked up): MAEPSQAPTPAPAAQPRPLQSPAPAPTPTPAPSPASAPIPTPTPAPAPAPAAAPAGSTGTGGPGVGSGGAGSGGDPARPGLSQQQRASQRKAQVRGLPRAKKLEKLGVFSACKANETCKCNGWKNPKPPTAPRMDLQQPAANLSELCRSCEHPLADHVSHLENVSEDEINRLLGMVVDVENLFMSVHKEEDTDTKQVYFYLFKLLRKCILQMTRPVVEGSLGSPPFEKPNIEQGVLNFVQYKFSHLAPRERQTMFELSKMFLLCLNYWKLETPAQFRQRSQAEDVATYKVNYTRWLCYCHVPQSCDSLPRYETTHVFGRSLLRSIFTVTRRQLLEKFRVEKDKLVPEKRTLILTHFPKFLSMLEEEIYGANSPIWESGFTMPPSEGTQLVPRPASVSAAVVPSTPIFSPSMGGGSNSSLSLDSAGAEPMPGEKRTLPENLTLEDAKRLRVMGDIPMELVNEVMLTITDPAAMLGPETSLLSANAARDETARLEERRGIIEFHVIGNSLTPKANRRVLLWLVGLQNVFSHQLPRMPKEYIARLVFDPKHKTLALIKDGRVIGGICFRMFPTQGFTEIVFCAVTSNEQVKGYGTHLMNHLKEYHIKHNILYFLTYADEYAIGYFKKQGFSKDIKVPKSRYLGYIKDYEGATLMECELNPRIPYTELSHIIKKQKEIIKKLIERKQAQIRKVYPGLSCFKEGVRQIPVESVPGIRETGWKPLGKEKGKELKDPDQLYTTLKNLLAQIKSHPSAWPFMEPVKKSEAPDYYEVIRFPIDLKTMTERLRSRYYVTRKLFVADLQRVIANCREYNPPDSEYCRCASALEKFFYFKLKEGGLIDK
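GCN5L2 (20nM final) in 50mM HEPES, 0.1mM EDTA pH 7.5, 0.01% Tween-20 was preincubated 15 min at room temperature with compound, then given ThioGlo1 (50uM), H3(1-25) peptide (75uM) and acetyl-CoA (70uM); CoA-thiol fluorescence (Ex340/Em540) was read at 0 and 20 min.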
* marks the source's active call; other numbers are inactive results; ? = inconclusive; / = not tested or not shown; & = joins results of further samples; [ ] = dose if it differs, or a comment. Calls follow the shape of the dose curve; as a rule, active = well fitted curve in the direction sought with a large enough effect; inconclusive = small, poorly fitted or top-dose-only effect, or another doubt; inactive = no such curve, though single readings can be large; an effect the other way counts as inactive or inconclusive. % is scaled to controls: 0 for no effect and ±100 for the full control effect; potency is read from the fitted curve at half-maximal effect.

Results follow in this order: GCN5L2 inh, DT40 TDP1 no CPT, DT40 TDP1 CPT
- C=CCO/N=C(/C)c1c(O)c(CC)c(-c2ccccc2)n(-c2ccccc2)c1=O
  -2%, -18%, -11%
- Cc1[nH]nc(Nc2ccccc2)c1[N+](=O)[O-]
  72%[activator], -12%, -4%
- CCC(C(=O)NC1CCCC1)N(C(=O)c1snc(C(N)=O)c1N)c1ccc(C)cc1C (stereo not given)
  -7%, 18µM*, ?
- CC1(c2ccccc2)NC(=S)N2C1NC(=S)N2c1ccccc1 (stereo not given)
  0%, -11%, 0%
- CNC(=O)CN(c1ccc(Oc2ccccc2)cc1)S(=O)(=O)c1ccc(C)cc1
  ?, -4%, -1%
- COC(=O)CSc1nc2sc(C)c(C)c2c(=O)n1C
  -2%, -5%, -9%
- CC(C)[C@H](NC(=O)N1c2ccccc2NC(=O)[C@@H]1C(C)C)C(=O)N[C@H](C(=O)O)c1ccccc1
  0%, 5%, -3%
- CCOC(=O)c1cc(NC(=O)COc2ccc([N+](=O)[O-])cc2)cc(C(=O)OCC)c1
  -3%, -39%, -20%
- COc1ccc(CNc2ncnc3cc(Cl)ccc23)cc1
  -21%, 13µM*, 15µM*
- COCCNC(=O)C1(C)CCCN(C(=O)c2cc(OC)c(OC)c(OC)c2)C1 (stereo not given)
  /, 17%, -3%
- Cc1cc(NS(=O)(=O)c2ccccc2)ccc1NS(=O)(=O)c1ccccc1
  /, -24%, -9%
- CSc1cccc(NS(=O)(=O)c2ccc3[nH]cc(C(=O)N4CCCCCC4)c(=O)c3c2)c1
  2%, -11%, -23%
- CN(C)c1ccc(NC2=C(Cl)C(=O)c3ccccc3C2=O)cc1
  -10%, 12µM*, 21µM*
- CC(=O)N1c2ccc(S(=O)(=O)NCCC(=O)NCCc3ccc(Cl)cc3)cc2CC1C (stereo not given)
  -9%, ?, 16µM*
- Cc1ccc(OCC(=O)N/N=C/c2cccnc2)cc1C
  -1%, -13%, -16%
- S=C(Nc1cccc(Br)c1)N1CCn2cccc2C1c1cccnc1 (stereo not given)
  -7%, ?, -26%
- CCN(CC)S(=O)(=O)c1ccc(C(=O)NCCSc2c(-c3ccc(F)cc3)[nH]c3ccccc23)cc1
  -8%, 6.5µM*, 8.2µM*
- Nc1nc2c(c(=O)[nH]1)N(C=O)C(CNc1ccc(C(=O)N[C@@H](CCC(=O)O)C(=O)O)cc1)CN2 (stereo not given in full)
  /, 2%[21.1 µM], 2%[21.1 µM]
- Cc1cccc(/C=N/NC(=O)c2cccc(NC(=O)c3ccccc3)c2)n1
  2%, -13%, -1%
- Cc1ccc(Cn2cccc2C2=NC(C)CO2)cc1 (stereo not given)
  -7%, -15%, -5%
- CN(CCCN1CCOCC1)C(=O)c1cc(COc2c(F)cccc2F)on1
  1%, -20%, -10%
- CCn1c(SCC(N)=O)nnc1-c1ccc2[nH]c(C)c(C)c2c1
  -15%, -11%, -12%
- CC(=O)c1cccc(NC(=O)c2ccc(N(Cc3ccccc3)S(C)(=O)=O)cc2)c1
  -4%, ?, -5%
- Cc1ccc(NC(=O)c2ccc(S(=O)(=O)N3CCCCC3)cc2)nc1
  -7%, -13%, ?
- COc1ccc(C(CC(=O)Nc2ccc(C)cn2)N2Cc3ccccc3C2=O)cc1 (stereo not given)
  -5%, ?, 9%
- COc1cccc(N(C(=O)CNC(=O)c2ccco2)C(C(=O)NC2CCCC2)c2ccncc2)c1 (stereo not given)
  1%, -9%, -2%
- FC(F)(F)c1ccccc1Cc1c(C2CCCCC2)nc2c3ccccc3ccn12
  /, ?, ?
- Cc1cccc(N(C)C(=O)c2cc3cc4ccc(C)cc4nc3o2)c1
  -4%, 18µM*, 12µM*
- C#CCN(C[C@@H]1[C@@H](OC(=O)NCc2ccccc2F)[C@@H](OC(=O)NCc2ccccc2F)CN(C(=O)OC(C)C)N1C(=O)OC(C)C)S(=O)(=O)c1ccc(C)cc1
  /, 7.3µM*, 7.3µM*
- Cc1ccc(-c2noc(CN(C(=O)C34CC5CC(CC(C5)C3)C4)C(C)C)n2)cc1
  36%[activator], ?, ?
- CCc1nnc(SCC(=O)Nc2ccccc2)nc1CC
  1%, -7%, 3%
- O=C(Nc1nnc(SCC(=O)N2CCCCC2)s1)c1cccs1
  -12%, -12%, 20%
- COc1cccc(/C=C/C(=O)N2CCN(c3ccccn3)CC2)c1
  0%, -8%, -1%
- C[C@@H]1C(c2ccc(F)cc2)=NN(c2ccc(Br)cc2)[C@H]1C(=O)N1CCOC1=O
  -14%&-8%, 21µM*, ?
- Cn1c(=O)n(C)c2cc(CNCc3ccccc3)ccc21
  -1%, -19%, -2%
- COC(=O)c1nnn(CC(=O)Nc2cccc(Cl)c2C)c1C(=O)OC
  -8%[0.501 µM], -18%, -11%
- CCC(C(=O)c1ccc2ncccc2c1)c1ccccc1 (stereo not given)
  -7%, 16µM*, 15µM*
- FC(F)(F)c1ccccc1-c1nc(N2CCNCC2)c2ccccc2n1
  1%, -14%, ?
- CCC(=O)c1ccc2c(c1)N(CCCN(C)C)c1ccccc1S2
  -10%, 21µM*, ?
- CC1(C)Cc2cccc(OCC(=O)N3CCN(c4ccc(F)cc4)CC3)c2O1
  -3%, ?, ?

A second format for some results above.
COc1ccc(C(CC(=O)Nc2ccc(C)cn2)N2Cc3ccccc3C2=O)cc1 (stereo not given)
  GCN5L2 inh: -5% | DT40 TDP1 no CPT: ? | DT40 TDP1 CPT: 9%
COc1cccc(N(C(=O)CNC(=O)c2ccco2)C(C(=O)NC2CCCC2)c2ccncc2)c1 (stereo not given)
  GCN5L2 inh: 1% | DT40 TDP1 no CPT: -9% | DT40 TDP1 CPT: -2%

The listing continues:
Results follow in this order: GCN5L2 inh, DT40 TDP1 no CPT, DT40 TDP1 CPT
- Cc1cc(N2CCN(C)CC2)nc2ccc(NC(=O)CCC(=O)N3CCN(c4ccc([N+](=O)[O-])cc4)CC3)cc12
  -3%, 18µM*, 26µM*
- O=C(C[n+]1ccccc1)Nc1ccc(Oc2ccccc2)cc1
  0%, ?, 12µM*
- Cc1oc(-c2ccccc2)nc1CS(=O)CC(=O)NC1CCCCCC1 (stereo not given)
  3%, 1%, ?
- Cc1cc(C(=O)NN=C(CCC(=O)O)c2cccs2)c(C)o1
  -5%, 4%, 1%
- COC(=O)[C@@]1(Sc2ccc(C)cc2)CC(=O)N(C(=O)c2ccccc2)[C@@H]1c1ccccc1
  /, ?, ?
- CCN(CC(=O)Nc1ccc(C(=O)Nc2ccc(OC)cc2)cc1)Cc1nc2ccccc2c(=O)[nH]1
  -3%, 23µM*, ?
- CCc1ccc(NS(=O)(=O)c2ccc(-c3cc(C)no3)cc2)cc1
  -11%, 13µM*, 13µM*
- Cc1cc(Cl)ccc1NC(=O)Cc1ccc(NC(=O)N2CCCCc3ccccc32)cc1
  -2%, ?, ?
- CCCCN1C(C(=O)c2ccccc2)=C(OC(C)=O)c2ccccc2S1(=O)=O
  -17%, 4.6µM*, 5.2µM*
- O=C(COC(=O)c1ccccc1Nc1ccccc1F)c1ccccc1
  -4%, ?, -30%
- CCOc1ccc(S(=O)(=O)N2CCN(S(=O)(=O)c3ccc(C)c(C)c3)CC2)cc1
  -1%, ?, 1%
- Cc1nc2ccccn2c(=O)c1NC(=O)c1ccco1
  /, -16%, -5%
- CCCCOC(=O)c1ccc(NC(=O)/C=C/c2cccs2)cc1
  -21%, ?, ?
- Cc1noc(C)c1C(=O)Nc1nc2ccc(Cl)cc2s1
  -22%, -18%, -23%
- COc1ccc(C(=O)C2CCCN(Cc3cnc(N4CCCC4)s3)C2)cc1OC (stereo not given)
  -4%, ?, -11%
- Cc1cc(C)n2nc(SCC(=O)NC3CCCC(C)C3C)nc2n1 (stereo not given)
  -4%, 29%, -10%
- O=C(Cn1cc(SCc2c(F)cccc2Cl)c2ccccc21)N1CCCC1
  -2%, 7.3µM*, ?
- C[C@@](N)(C(=O)O)[C@@H]1C[C@@H]1C(=O)O
  -12%, -19%, -18%
- COc1cccc(-n2c(=O)c3c(C)c(C)sc3n(CC(=O)NCc3ccccc3)c2=O)c1
  0%, 5%, -3%
- COc1ccc(NS(=O)(=O)c2ccc3[nH]c4c(c3c2)CCCC4)c(OC)c1
  -13%, 21µM*, 21µM*
- CC(=O)Nc1ccc(NC(=O)Cc2ccc(-c3ccccc3)cc2)cc1
  -14%, -2%, 11%
- Cc1ccc(S(=O)(=O)NC2=NCN(Cc3cccnc3)CN2)cc1
  -2%, -6%, 3%
- Clc1cccc(-c2nc3ccc(Cl)cn3c2Cc2ccsc2)c1
  /, ?, ?
- CCC1CCCCN1C(=S)NC(=O)c1ccc(F)c(S(=O)(=O)N2CCOCC2)c1 (stereo not given)
  -8%, ?, -6%
- Clc1ccccc1CSC1=NCCCN1
  -10%, -15%, -7%
- Cc1ccc(C(=O)OC/C(O)=C(\C#N)c2nc3ccccc3[nH]2)cc1S(=O)(=O)N1CCOCC1
  20%, 7.3µM*, 5.8µM*
- Cc1cccc(NS(=O)(=O)c2cccc(C(=O)NCC(c3ccco3)N3CCCCC3)c2)c1 (stereo not given)
  -6%, 23µM*, 21µM*
- COc1ccc(N2CCN(CC(=O)Nc3ccccc3C(=O)NC(C)c3ccccc3)CC2)cc1 (stereo not given)
  /, 21µM*, ?
- C/C(CCc1ccc2c(c1)OCO2)=N\NC(=O)c1ccccc1
  0%, 16%, 6%
- COc1cccc(CNC(=O)Cc2ccc(S(=O)(=O)N3CCOCC3)s2)c1
  -1%, -1%, 1%
- CN(C)CC(CCCCC(CN(C)C)C(=O)c1ccccc1)C(=O)c1ccccc1 (stereo not given)
  -2%, 5.8µM*, 5.8µM*
- Cc1c(C(=O)Nc2ccncc2)oc2c1C(=O)CC(C)(C)C2
  -1%, ?, ?
- CON(C)C(=O)CCN(Cc1ccccc1)C(=O)OC(C)(C)C
  -1%, ?, ?
- COc1ccc(-n2cnc3cc(NS(=O)(=O)c4ccccc4)ccc32)cc1
  -8%, 21µM*, ?
- Cc1nc2cnc(N3CCOCC3)nc2n(C)c1=O
  -19%, -12%, -6%
- CC1(C(=O)NS(=O)(=O)c2ccc(C#N)cc2)CCN1C(=O)Cc1ccsc1 (stereo not given)
  /, -11%, -15%
- COc1ccc(C2CC(c3cccc(C)c3)n3ncnc3N2)cc1 (stereo not given)
  -8%, -24%, ?
- CCc1nc2ccc(C(=O)NCc3ccc4c(c3)OCO4)cn2c1N(C)Cc1cccs1
  /, 16µM*, ?
- Cc1ccccc1CN(C)CCc1ccccn1
  -4%, 11%, -3%
- CC1CCN(S(=O)(=O)N2CCC(C(=O)NC3CCCC3)CC2)CC1
  -6%, -3%, 3%
- O=C(c1cc(=O)[nH]c2ccccc12)N1CCN(Cc2ccc3c(c2)OCO3)CC1
  8%, -5%, -8%
- Cc1ccc(S(=O)(=O)NC(=O)Nc2ccc(OC(F)F)cc2)cc1
  -2%, 4%, 13%
- CC(C)(C)OC(=O)N1CCC(C(=O)N2CCCCCC2)CC1
  1%, 8%, -3%
- Cc1cccc(N2CCN(C(=O)NC3CCCCC3)CC2C)c1 (stereo not given)
  -4%, -8%, -28%
- O=C(Nc1ccc(N2CCCCC2)c(C(=O)O)c1)c1ccco1
  0%, 7%, -5%
- CN(C)S(=O)(=O)c1cccc(NC(=O)COc2ccccc2C(=O)NCc2ccccc2)c1
  -5%, ?, 16µM*
- CCc1n[nH]c(=S)n1/N=C/c1ccc(NC(C)=O)cc1
  -2%, -7%, -16%
- Nc1scc(-c2ccncc2)c1Cl
  -1%, -16%, -2%
- C=CCn1c(COc2ccc(F)cc2)nnc1SCC(=O)NC1CCCC1
  -4%, -24%, -8%
- CCCN(CCC)c1nc(Cl)nc(NCCN2CCOCC2)n1
  -12%, ?, ?
- CN(C)C(=O)c1c2c(nc3ccccc13)-c1ccccc1CC2
  3%, -13%, -2%
- O=[N+]([O-])c1ccc(/C=N/n2c(-c3cccnc3)n[nH]c2=S)cc1
  -5%, -2%, -7%
- COCCn1c(=O)c(C)nc2cnc(N(C)C)nc21
  -17%, -28%, 3%
- O=C(CN1CCOCC1)Nc1ccccc1Cl
  -2%, -14%, 3%
- Cc1cccc(NC(=O)c2ccc(S(=O)(=O)N3CC(C)OC(C)C3)cc2)n1 (stereo not given)
  0%, ?, ?

Whole records as entered above.
Shown for `O=C(Nc1ccc(N2CCCCC2)c(C(=O)O)c1)c1ccco1` → GCN5L2 inh = 0%; DT40 TDP1 no CPT = 7%; DT40 TDP1 CPT = -5%
Shown for `O=C(CN1CCOCC1)Nc1ccccc1Cl` → GCN5L2 inh = -2%; DT40 TDP1 no CPT = -14%; DT40 TDP1 CPT = 3%
Shown for `Nc1scc(-c2ccncc2)c1Cl` → GCN5L2 inh = -1%; DT40 TDP1 no CPT = -16%; DT40 TDP1 CPT = -2%

Compounds as they come; 18% or so of the library scored in one or more.
